CCHF vOTU inh – CCHFV vOTU protease inhibitors, primary screen, biochemical, Pep-AMC substrate, fluorescence; Crimean-Congo hemorrhagic fever virus L polyprotein viral ovarian tumor (vOTU) protease …; inhibition, % at 11.5 µM; 370,000 compounds, 0.55% hits; AID 651958, 2012; in the data active = inhibition above about 30%; note: 0% = vehicle wells with enzyme and 100% = no enzyme wells
SSB-PriA inh – inhibitors of Klebsiella pneumoniae PriA binding to SSB C-terminal tail, primary screen, biochemical, AlphaScreen. AlphaScreen SSBct-PriA binding, biotinylated peptide. inhibition, % at 33 µM. 430,000 compounds, 0.6% hits; in the data active = inhibition mostly above about 37%, no sharp cut-off; inactive = mostly below about 20%;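 note: plate controls were negative control peptide for no effect and reference peptide for full effect; strong numbers were not always called active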
3CLpro inhibitor – SARS-CoV 3CLpro protease inhibitors, primary screen, biochemical, quenched FRET. Replicase polyprotein 1ab (Severe acute respiratory syndrome coronavirus), P0C6X7. recombinant SARS-CoV 3CLpro, quenched FRET peptide cleavage. inhibition, % at 6 µM. 290,000 compounds, 0.14% hits. AID 1706, 2009; in the data active = inhibition above about 12%
BoNT-A LC inh2 – BoNT/A light chain protease inhibitors, primary screen, biochemical, flow cytometry, MLPCN library. Botulinum neurotoxin type A light chain protease (Clostridium botulinum A str. ATCC 3502). multiplex microsphere protease substrate cleavage. inhibition, % at 10 µM. 360,000 compounds, 0.17% hits; note: plate controls were buffer without enzyme for full effect and enzyme alone for no effect
Anthrax LF prot – Bacillus anthracis LF protease inhibitors, primary screen, biochemical, multiplex microsphere, MLPCN library. inhibition, % at 10 µM. 360,000 compounds, 0.12% hits. AID 588501, 2011. multiplex microsphere protease cleavage assay. Lethal factor (Bacillus anthracis), P15917; note: plate controls were buffer without enzyme for full effect and enzyme alone for no effect
Vc quorum ag – inducers of Vibrio cholerae quorum light production without autoinducers, primary screen, BH1578 luxS cqsA deficient, single point | 350,000 compounds, 0.16% hits | activation, % at 18.7 µM | V. cholerae BH1578 lux reporter, luminescence, 6 h; in the data active = activation mostly above about 9.7%, no sharp cut-off; inconclusive = no clear call, values can overlap the other calls; inactive = mostly below about 3.7%; note: not every result past the cut was called active; inactives centre near 0; reference of the scale not given here
VHR inh abs – VHR1 phosphatase inhibitors, primary screen, biochemical, absorbance, uHTS | Dual specificity protein phosphatase 3 (Homo sapiens), P51452 | recombinant VHR phosphatase, pNPP absorbance | inhibition, % at 13.3 µM | 290,000 compounds, 0.52% hits | AID 1654, 2009; in the data active = inhibition above about 50%; note: some compounds called inactive have numbers as strong as hits
PfHsp40 rescue – rescue of yeast from PfHsp40 toxicity, primary screen, S. cerevisiae, ATP luminescence | S. cerevisiae expressing PfHsp40, growth rescue | 340,000 compounds, 0.68% hits | growth rescue, % at 12.5 µM; in the data active = growth rescue above about 28%, passing the limit was not always enough; inconclusive = no clear call, values can overlap the other calls;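 note: yeast W303a lacking pdr1 and pdr3 grown in galactose medium; growth measured after three days at 30 °C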
Yp Topo-I inh – Yersinia pestis topoisomerase I inhibitors, primary screen, biochemical, cleavage product accumulation, plate reader, single point. DNA topoisomerase I (Yersinia pestis CO92). Y. pestis Topo-I cleavage product accumulation. activity, % at 10 µM. 360,000 compounds, 0.064% hits. AID 504884, 2011; in the data active = activity above about 50%, passing the limit was not always enough; inconclusive = no clear call, values can overlap the other calls; note: inactives centre near 2
TcdB GH inh – TcdB glycohydrolase inhibitors, primary screen, biochemical, single point, plate reader | inhibition, % at 9.99 µM | Toxin B (Clostridioides difficile), P18177 | TcdB glycohydrolase enzymatic assay | AID 652162, 2013 | 350,000 compounds, 0.24% hits; in the data active = inhibition above about 10%
Target sequence (P18177 whole entry, looked up): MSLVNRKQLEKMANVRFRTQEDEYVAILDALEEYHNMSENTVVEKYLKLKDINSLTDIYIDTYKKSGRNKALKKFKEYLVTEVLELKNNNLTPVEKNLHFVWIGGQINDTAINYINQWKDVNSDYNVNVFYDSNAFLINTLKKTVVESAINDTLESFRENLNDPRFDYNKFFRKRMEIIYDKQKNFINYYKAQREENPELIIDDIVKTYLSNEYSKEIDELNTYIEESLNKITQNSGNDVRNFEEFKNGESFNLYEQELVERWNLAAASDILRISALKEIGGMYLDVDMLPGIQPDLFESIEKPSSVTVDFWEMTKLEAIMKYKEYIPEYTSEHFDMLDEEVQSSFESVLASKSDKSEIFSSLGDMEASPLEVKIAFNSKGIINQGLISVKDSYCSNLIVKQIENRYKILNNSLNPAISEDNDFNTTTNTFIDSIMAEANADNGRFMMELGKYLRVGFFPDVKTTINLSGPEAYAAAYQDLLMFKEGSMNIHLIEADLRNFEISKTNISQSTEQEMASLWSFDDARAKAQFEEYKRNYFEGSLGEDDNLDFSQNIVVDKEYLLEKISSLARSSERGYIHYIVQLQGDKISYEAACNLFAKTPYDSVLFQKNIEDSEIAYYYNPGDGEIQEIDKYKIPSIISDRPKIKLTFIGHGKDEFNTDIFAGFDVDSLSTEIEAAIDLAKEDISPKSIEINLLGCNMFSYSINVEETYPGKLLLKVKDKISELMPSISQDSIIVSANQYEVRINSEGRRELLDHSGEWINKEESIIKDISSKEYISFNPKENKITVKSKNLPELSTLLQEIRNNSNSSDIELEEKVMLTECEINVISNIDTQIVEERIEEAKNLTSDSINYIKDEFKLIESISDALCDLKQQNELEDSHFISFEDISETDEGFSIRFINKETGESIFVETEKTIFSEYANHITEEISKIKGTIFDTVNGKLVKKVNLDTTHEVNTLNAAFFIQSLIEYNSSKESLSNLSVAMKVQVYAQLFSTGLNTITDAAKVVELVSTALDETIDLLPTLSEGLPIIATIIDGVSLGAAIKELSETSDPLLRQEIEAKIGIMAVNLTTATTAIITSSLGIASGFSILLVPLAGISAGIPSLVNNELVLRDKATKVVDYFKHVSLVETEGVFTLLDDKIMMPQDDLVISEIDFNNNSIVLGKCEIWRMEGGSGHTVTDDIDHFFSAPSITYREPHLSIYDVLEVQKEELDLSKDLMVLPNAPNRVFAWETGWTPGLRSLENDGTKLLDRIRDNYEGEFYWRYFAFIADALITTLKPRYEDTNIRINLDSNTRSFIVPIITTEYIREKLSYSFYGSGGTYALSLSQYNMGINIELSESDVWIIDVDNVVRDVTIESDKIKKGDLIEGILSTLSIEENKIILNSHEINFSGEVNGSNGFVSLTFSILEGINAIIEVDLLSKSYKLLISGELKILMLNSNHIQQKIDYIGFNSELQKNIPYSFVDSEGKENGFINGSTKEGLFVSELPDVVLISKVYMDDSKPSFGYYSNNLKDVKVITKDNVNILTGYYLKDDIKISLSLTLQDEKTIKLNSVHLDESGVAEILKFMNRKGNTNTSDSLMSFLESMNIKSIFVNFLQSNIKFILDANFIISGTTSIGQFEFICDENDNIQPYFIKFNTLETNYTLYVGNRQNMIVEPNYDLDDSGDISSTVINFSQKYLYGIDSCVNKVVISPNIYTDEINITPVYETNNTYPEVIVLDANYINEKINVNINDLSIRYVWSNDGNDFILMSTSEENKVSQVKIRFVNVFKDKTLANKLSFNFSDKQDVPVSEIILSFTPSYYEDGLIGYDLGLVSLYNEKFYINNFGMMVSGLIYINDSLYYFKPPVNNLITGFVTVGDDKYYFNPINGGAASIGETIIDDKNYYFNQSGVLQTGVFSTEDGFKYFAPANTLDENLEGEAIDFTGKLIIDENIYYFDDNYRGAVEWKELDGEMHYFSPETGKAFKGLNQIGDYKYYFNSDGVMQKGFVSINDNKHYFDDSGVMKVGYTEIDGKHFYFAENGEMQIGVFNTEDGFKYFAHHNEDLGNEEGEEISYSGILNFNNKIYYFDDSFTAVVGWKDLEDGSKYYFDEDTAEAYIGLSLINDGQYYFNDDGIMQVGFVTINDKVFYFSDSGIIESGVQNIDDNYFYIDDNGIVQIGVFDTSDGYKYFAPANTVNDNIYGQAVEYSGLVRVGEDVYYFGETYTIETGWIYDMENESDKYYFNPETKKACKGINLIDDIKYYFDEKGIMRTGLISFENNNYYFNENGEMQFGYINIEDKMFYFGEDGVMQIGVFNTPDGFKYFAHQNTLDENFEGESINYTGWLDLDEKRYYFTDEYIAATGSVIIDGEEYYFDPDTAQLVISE
The depositor's hits bear a star. Cut-off read from the data, not from the text of the source, unless noted: active = inhibition above about 30%; inconclusive = no clear call, values can overlap the other calls; inactive = below that.

Results for Cc1cc(/C=C(\C#N)C(=O)N2CCOCC2)c(C)n1C1CCCC1 ?
CCHF vOTU inh: -4; SSB-PriA inh: 1; 3CLpro inhibitor: 6; BoNT-A LC inh2: inconclusive; Anthrax LF prot: -9; Vc quorum ag: -0.6; VHR inh abs: 13; PfHsp40 rescue: -0.7; Yp Topo-I inh: 6; TcdB GH inh: -0.1

Results for O=C(C1CC1c1ccccc1)N1CCOCC1 (stereo not drawn) ?
CCHF vOTU inh: -2; SSB-PriA inh: -13; 3CLpro inhibitor: -2; Vc quorum ag: -0.2; VHR inh abs: -5; PfHsp40 rescue: 0.3; Yp Topo-I inh: -2

Results for O=C(C[n+]1ccc(C(=O)NCCCO)cc1)c1cccc(Br)c1 ?
CCHF vOTU inh: -10; SSB-PriA inh: -20; 3CLpro inhibitor: 1; BoNT-A LC inh2: -0.6; Anthrax LF prot: -10; Vc quorum ag: -0.8; VHR inh abs: 26; PfHsp40 rescue: 0.1; Yp Topo-I inh: 3; TcdB GH inh: 0.9

How did CC(=O)c1c(C)oc2ccc(OCc3ccccc3)cc12 do in these assays?
CCHF vOTU inh: -5; SSB-PriA inh: -22; 3CLpro inhibitor: -1; BoNT-A LC inh2: -0.9; Anthrax LF prot: 3; Vc quorum ag: inactive; VHR inh abs: -10; PfHsp40 rescue: 1.4; Yp Topo-I inh: 25; TcdB GH inh: 0.1

How did COc1ccccc1CNC(=O)c1ccc(NS(=O)(=O)c2c(C)noc2C)cc1 do in these assays?
CCHF vOTU inh: 8; SSB-PriA inh: -8; 3CLpro inhibitor: -1; BoNT-A LC inh2: 0.2; Anthrax LF prot: 4; Vc quorum ag: -0.3; VHR inh abs: 18; PfHsp40 rescue: 0.1; Yp Topo-I inh: -9

What do the screens show for `CCOc1ccc(CC(=O)OCN2C(=O)c3ccccc3C2=O)cc1`?
CCHF vOTU inh: 5; SSB-PriA inh: -5; 3CLpro inhibitor: 3; BoNT-A LC inh2: 0.4; Anthrax LF prot: 2; Vc quorum ag: -7.7; VHR inh abs: 11; PfHsp40 rescue: 1.2; Yp Topo-I inh: 8

What do the screens show for `CCC(C)NCc1ccc(C(=O)OC)o1` (stereo not drawn)?
CCHF vOTU inh: -1; SSB-PriA inh: -6; 3CLpro inhibitor: 4; BoNT-A LC inh2: 0.1; Anthrax LF prot: -2; Vc quorum ag: inactive; VHR inh abs: 26; PfHsp40 rescue: 6.8; Yp Topo-I inh: 1

What do the screens show for `COc1ccc(-n2nc(C(=O)NCC(=O)N3CCN(c4ccccn4)CC3)c3ccccc3c2=O)cc1OC`?
CCHF vOTU inh: -3; SSB-PriA inh: -6; 3CLpro inhibitor: -1; BoNT-A LC inh2: -0.7; Anthrax LF prot: -2; Vc quorum ag: 1.3; VHR inh abs: -2; PfHsp40 rescue: 2.7; Yp Topo-I inh: 4; TcdB GH inh: -1.5

Results for CC1CN(S(=O)(=O)c2ccc(C(=O)N3CCc4ccccc43)cc2)CC(C)O1 (stereo not drawn) ?
CCHF vOTU inh: 5; SSB-PriA inh: -6; BoNT-A LC inh2: 1.4; Anthrax LF prot: 2; Vc quorum ag: 1.2; PfHsp40 rescue: 1.2; Yp Topo-I inh: 9; TcdB GH inh: -0.6

How did Cc1ccc(CNC(=O)C(Cc2ccccc2)NS(=O)(=O)c2ccc(Br)s2)cc1 (stereo not drawn) do in these assays?
CCHF vOTU inh: -2; SSB-PriA inh: -27; 3CLpro inhibitor: 2; BoNT-A LC inh2: 0.9; Anthrax LF prot: 1; Vc quorum ag: 0.3; VHR inh abs: -14; PfHsp40 rescue: -0.6; Yp Topo-I inh: -3; TcdB GH inh: 0.4

Results for CCc1ccc(CNC(=O)C2CCC(=O)N(CCc3ccc(Cl)cc3)C2)nc1 (stereo not drawn) ?
CCHF vOTU inh: 1; SSB-PriA inh: 1; 3CLpro inhibitor: 4; BoNT-A LC inh2: 1.1; Anthrax LF prot: -1; Vc quorum ag: 5.9; VHR inh abs: 2; PfHsp40 rescue: 2.4; Yp Topo-I inh: 23; TcdB GH inh: -0.3

How did Cc1sc2ncnc(SCC(=O)N3c4ccccc4Sc4ccc(Cl)cc43)c2c1C do in these assays?
CCHF vOTU inh: 7; SSB-PriA inh: -3; 3CLpro inhibitor: -1; BoNT-A LC inh2: -0.6; Anthrax LF prot: -1; Vc quorum ag: -0.2; VHR inh abs: -6; PfHsp40 rescue: 0.4; Yp Topo-I inh: -4; TcdB GH inh: 1.7

Results for O=C(Cn1cc(SCc2cccc(Cl)c2)c2ccccc21)N1CCOCC1 ?
CCHF vOTU inh: 12; SSB-PriA inh: -8; 3CLpro inhibitor: 3; BoNT-A LC inh2: -0.2; Anthrax LF prot: -2; Vc quorum ag: -0.6; VHR inh abs: -10; PfHsp40 rescue: 7.1; Yp Topo-I inh: 28

What do the screens show for `CCC(=O)c1ccc(N2CCN(C(=O)Cc3ccccc3)CC2)c(F)c1`?
CCHF vOTU inh: 5; SSB-PriA inh: 0; 3CLpro inhibitor: -2; BoNT-A LC inh2: 0.9; Anthrax LF prot: -9; Vc quorum ag: inactive; VHR inh abs: -9; PfHsp40 rescue: -0.7; Yp Topo-I inh: 4

What do the screens show for `CSc1ncc(Cl)c(C(=O)Nc2ccccc2Br)n1`?
CCHF vOTU inh: -10; SSB-PriA inh: -14; 3CLpro inhibitor: 2; BoNT-A LC inh2: -0.3; Anthrax LF prot: -3; Vc quorum ag: inactive; VHR inh abs: 21; PfHsp40 rescue: 1.6; Yp Topo-I inh: 1; TcdB GH inh: 0.5

How did CCc1ccc(-c2nc(NC(=O)c3ccc(OCC(=O)Nc4ccc(F)cc4)c(OC)c3)sc2C)cc1 do in these assays?
CCHF vOTU inh: -1; SSB-PriA inh: -6; 3CLpro inhibitor: 1; BoNT-A LC inh2: -0.3; Anthrax LF prot: 0; Vc quorum ag: -0.4; VHR inh abs: 13; PfHsp40 rescue: -0.5; Yp Topo-I inh: -2; TcdB GH inh: -0.2

What do the screens show for `COc1ccc2c(c1)CCCC2=O`?
CCHF vOTU inh: 5; SSB-PriA inh: -3; BoNT-A LC inh2: 0.4; Anthrax LF prot: -2; Vc quorum ag: inactive; PfHsp40 rescue: 0.0; Yp Topo-I inh: 6; TcdB GH inh: -0.9

Results for CCN1CCc2nc(N)oc2CC1 ?
CCHF vOTU inh: 7; SSB-PriA inh: -13; BoNT-A LC inh2: -1.2; Anthrax LF prot: 2; Vc quorum ag: inactive; PfHsp40 rescue: -1.1; Yp Topo-I inh: 1; TcdB GH inh: -0.6

What do the screens show for `CCSc1cnc(-c2ccccc2)n1CC`?
CCHF vOTU inh: 2; SSB-PriA inh: -5; 3CLpro inhibitor: -4; BoNT-A LC inh2: -1.5; Anthrax LF prot: -2; Vc quorum ag: inactive; VHR inh abs: 25; PfHsp40 rescue: 0.2; Yp Topo-I inh: -9

What do the screens show for `Cc1ccc(CNS(=O)(=O)c2ccc3c(c2)n(C)c(=O)n3C)cc1`?
CCHF vOTU inh: 1; SSB-PriA inh: -15; 3CLpro inhibitor: 3; BoNT-A LC inh2: 1.1; Anthrax LF prot: 6; Vc quorum ag: -6.7; VHR inh abs: -9; PfHsp40 rescue: 0.0; Yp Topo-I inh: 2; TcdB GH inh: 0.8

Some of these compounds in order of SMILES length, ascending:
Results for CCN1CCc2nc(N)oc2CC1 ?
CCHF vOTU inh: 7; SSB-PriA inh: -13; BoNT-A LC inh2: -1.2; Anthrax LF prot: 2; Vc quorum ag: inactive; PfHsp40 rescue: -1.1; Yp Topo-I inh: 1; TcdB GH inh: -0.6

What do the screens show for `CSc1ncc(Cl)c(C(=O)Nc2ccccc2Br)n1`?
CCHF vOTU inh: -10; SSB-PriA inh: -14; 3CLpro inhibitor: 2; BoNT-A LC inh2: -0.3; Anthrax LF prot: -3; Vc quorum ag: inactive; VHR inh abs: 21; PfHsp40 rescue: 1.6; Yp Topo-I inh: 1; TcdB GH inh: 0.5

What do the screens show for `COc1ccc(-n2nc(C(=O)NCC(=O)N3CCN(c4ccccn4)CC3)c3ccccc3c2=O)cc1OC`?
CCHF vOTU inh: -3; SSB-PriA inh: -6; 3CLpro inhibitor: -1; BoNT-A LC inh2: -0.7; Anthrax LF prot: -2; Vc quorum ag: 1.3; VHR inh abs: -2; PfHsp40 rescue: 2.7; Yp Topo-I inh: 4; TcdB GH inh: -1.5

Later entries:
Results for CNC(=O)c1c(NC(=O)c2cccc(C)c2)sc2c1CCC2 ?
CCHF vOTU inh: -12; SSB-PriA inh: -14; 3CLpro inhibitor: -1; BoNT-A LC inh2: 5.6; Anthrax LF prot: 5; Vc quorum ag: inactive; VHR inh abs: -20; PfHsp40 rescue: -0.1; Yp Topo-I inh: 9; TcdB GH inh: 0.9

Results for Cn1cc(C(=O)NCCO)c(=O)c2ccccc21 ?
CCHF vOTU inh: -3; SSB-PriA inh: -6; 3CLpro inhibitor: 0; BoNT-A LC inh2: -1.1; Anthrax LF prot: -6; Vc quorum ag: -0.4; VHR inh abs: 21; PfHsp40 rescue: 0.5; Yp Topo-I inh: 9; TcdB GH inh: 0.1

Results for Cc1ccc(C)c(NC(=S)N(Cc2cccc(Br)c2)CC2CCC(C(=O)O)CC2)c1 (stereo not drawn) ?
CCHF vOTU inh: -5; SSB-PriA inh: -18; 3CLpro inhibitor: -3; BoNT-A LC inh2: 0.0; Anthrax LF prot: -6; Vc quorum ag: -0.1; VHR inh abs: 16; PfHsp40 rescue: 0.0; Yp Topo-I inh: -10; TcdB GH inh: 1.0

Results for O=S(=O)(c1cccc(-c2cn3cccnc3n2)c1)N1CCOCC1 ?
CCHF vOTU inh: -285; SSB-PriA inh: -6; 3CLpro inhibitor: -1; BoNT-A LC inh2: 0.0; Anthrax LF prot: -4; Vc quorum ag: inactive; VHR inh abs: 12; PfHsp40 rescue: 1.4; Yp Topo-I inh: -6

Results for COc1ccc(OC)c(C2C(C(=O)c3ccco3)=C(O)C(=O)N2Cc2cccnc2)c1 (stereo not drawn) ?
CCHF vOTU inh: 9; SSB-PriA inh: 1; 3CLpro inhibitor: 3; BoNT-A LC inh2: inconclusive; Anthrax LF prot: inconclusive; Vc quorum ag: -0.4; VHR inh abs: 10; PfHsp40 rescue: -0.6; Yp Topo-I inh: 3; TcdB GH inh: 1.9

What do the screens show for `O=[N+]([O-])c1ccc(NCCCN2CCOCC2)c(Cl)c1`?
CCHF vOTU inh: 3; SSB-PriA inh: -5; 3CLpro inhibitor: -2; BoNT-A LC inh2: 1.8; Anthrax LF prot: 0; Vc quorum ag: -1.0; VHR inh abs: 2; PfHsp40 rescue: 0.0; Yp Topo-I inh: -2

Results for Cc1ccc(CNC(=O)CC(C)S(=O)(=O)c2ccc3c(c2)NC(=O)CS3)o1 (stereo not drawn) ?
CCHF vOTU inh: -3; SSB-PriA inh: 11; 3CLpro inhibitor: 0; BoNT-A LC inh2: -0.9; Anthrax LF prot: 0; Vc quorum ag: -0.5; VHR inh abs: -22; PfHsp40 rescue: -0.7; Yp Topo-I inh: -6; TcdB GH inh: 2.7

The list is partial; rates above refer to the full screens.
